Tn7 DDE FP = inhibitors of Tn7 peptide binding to fibrin DD(E), primary screen, biochemical, fluorescence polarization, human fibrin, Tn7 probe | Fibrinogen beta chain (Homo sapiens), P02675 | FP displacement of FITC-Tn7 peptide from fibrin DD(E); 0% = median of compound wells per plate | inhibition, % at 8.3 µM | hit rate 0.13% among 370,000 | AID 720508, 2013;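 active = inhibition above the mean of compounds falling within the control limits plus 3 SD of them, cut at about 14% in these data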;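 also: 0% = plate median of compound wells and 100% = 10 µM Aha-Tn7 peptide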
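Test system – human fibrin DD(E) · Times – 10 min preincubation, 3 h with tracer, room temperature · Detection – fluorescence polarization of the labelled Tn7 tracer · Measure – percent inhibition normalized to high-control wells · Benchmarks – high control wells with 10 µM unlabelled Aha-Tn7 peptide (full inhibition) · Repeats – singlicate testing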
MBD2 inh = inhibitors of MBD2 binding to methylated DNA, primary screen, biochemical, TR-FRET, DNA-binding domain, human. Methyl-CpG-binding domain protein 2 (Homo sapiens), Q9UBB5. MBD2 binding to methylated oligonucleotide. inhibition, % at 4.4 µM. hit rate 0.31% among 370,000. AID 686964, 2013; in the data active = inhibition above about 13%
Target sequence (Q9UBB5 whole entry, looked up, the tested form may be a part): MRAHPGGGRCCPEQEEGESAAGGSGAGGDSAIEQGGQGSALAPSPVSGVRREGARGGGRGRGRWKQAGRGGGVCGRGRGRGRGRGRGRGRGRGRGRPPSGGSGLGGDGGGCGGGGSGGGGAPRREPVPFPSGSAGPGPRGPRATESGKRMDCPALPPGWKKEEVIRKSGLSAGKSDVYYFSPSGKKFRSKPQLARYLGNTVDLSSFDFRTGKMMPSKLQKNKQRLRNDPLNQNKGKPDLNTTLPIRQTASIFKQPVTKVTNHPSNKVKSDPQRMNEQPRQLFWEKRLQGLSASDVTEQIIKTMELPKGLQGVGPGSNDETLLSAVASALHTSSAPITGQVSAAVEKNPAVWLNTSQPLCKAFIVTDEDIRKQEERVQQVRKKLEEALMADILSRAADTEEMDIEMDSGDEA
LEDGF integ inh = blockers of LEDGF/p75-dependent integrase strand transfer – biochemical, TR-FRET, high throughput, primary screen | HIV-1 integrase (with human LEDGF/p75) | TR-FRET IN-LEDGF/p75 DNA integration, Eu/Cy5 | inhibition, % at 3.7 µM | hit rate 0.64% among 370,000 | AID 743269, 2014;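 active = inhibition above the screen-wide mean plus 3 SD, cut at about 13% in these data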;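 also: signal is the Cy5 over europium emission ratio at 671 and 618 nm; 0% = plate median of compound wells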
DDE Tn6 FP inh = inhibitors of Tn6 peptide binding to fibrin DD(E), primary screen, biochemical, fluorescence polarization, human fibrin, Tn6 probe; Fibrinogen beta chain (Homo sapiens), P02675; Fibrin DD(E) TRITC-Tn6 fluorescence polarization displacement; inhibition, % at 8.3 µM; hit rate 0.21% among 370,000; AID 720509, 2013;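 active = inhibition above a per-campaign cutoff: mean of compounds within control limits plus 3 SD, cut at about 15% in these data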;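 also: 0% = median of all compound wells on the plate and 100% = blocking peptide control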
UHRF1 MBD2 ctr = UHRF1 methylated DNA binding inhibitors, primary screen, counter-screen for MBD2 inhibitor project, biochemical, TR-FRET, human UHRF1, single concentration. hit rate 0.75% among 370,000. E3 ubiquitin-protein ligase UHRF1 (Homo sapiens), Q96T88. inhibition, % at 4.4 µM. AID 687016, 2013. UHRF1 binding to methylated oligo; in the data active = inhibition above about 21%;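 also: UHRF1 SRA domain binding a hemimethylated CpG hairpin DNA probe; 0% = median of test compound wells and 100% = reference inhibitor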
PRMT1 inh = PRMT1 methyltransferase inhibitors, primary screen, biochemical, fluorescence polarization | hit rate 1.3% among 370,000 | Protein arginine N-methyltransferase 1 (Homo sapiens), Q99873 | recombinant PRMT1, activity-based probe fluorescence polarization | inhibition, % at 2.79 µM;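 active = inhibition above about 21% made by adding two undisclosed values, limit read from the data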
TCR CD3 inh = inhibitors of human TCR-CD3 interaction, primary screen, biochemical, fluorescence, TAMRA-labeled TCR probe. T-cell receptor (TCR). inhibition, % at 9.4 µM. hit rate 0.37% among 360,000. AID 651800, 2012; in the data active = inhibition above about 19%;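 also: recombinant mutant TCR 2C K166C tagged with TAMRA read by polarization; 0% = receptor in buffer alone and 100% = receptor with positive control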
TDP2 absorb = human TDP2 enzyme inhibitors, primary screen, biochemical, epi absorbance, recombinant enzyme; Tyrosyl-DNA phosphodiesterase 2 (Homo sapiens), O95551; hit rate 0.34% among 370,000; T5PNP hydrolysis, p-nitrophenol absorbance 415 nm; inhibition, % at 12.8 µM;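 active = inhibition above the mean of all tested compounds plus 3 SD, set per campaign, cut at about 25% in these data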;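 also: 0% = DMSO with enzyme and 100% = buffer with substrate but no TDP2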
Target sequence (O95551 whole entry, looked up): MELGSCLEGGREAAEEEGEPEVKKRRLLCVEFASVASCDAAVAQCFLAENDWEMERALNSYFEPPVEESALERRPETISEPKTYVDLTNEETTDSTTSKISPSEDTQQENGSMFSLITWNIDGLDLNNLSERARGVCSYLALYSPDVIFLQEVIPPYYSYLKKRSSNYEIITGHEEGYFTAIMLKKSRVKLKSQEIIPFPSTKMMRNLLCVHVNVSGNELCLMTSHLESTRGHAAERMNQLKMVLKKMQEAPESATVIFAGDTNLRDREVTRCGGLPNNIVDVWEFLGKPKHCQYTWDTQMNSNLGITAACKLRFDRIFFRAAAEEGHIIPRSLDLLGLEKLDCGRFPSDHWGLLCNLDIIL
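Assay system: recombinant human TDP2 / Reagent: T5PNP substrate at 5 mM, a TopII-DNA adduct mimic / Measured by: epi absorbance from released p-nitrophenol / Evaluation: % inhibition relative to enzyme-containing and enzyme-free wells / Control set: enzyme-free and DMSO wells / Replicates: each compound tested once, singlicate / Schedule: enzyme reaction with compound for 2 h at 37 °C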
SIAE primary = human SIAE inhibitors, primary screen, biochemical, fluorescence polarization, FP-Rh probe, 1536-well HTS | Sialate O-acetylesterase (Homo sapiens), Q9HAT2 | SIAE FP-Rh probe binding | inhibition, % at 9.66 µM | hit rate 0.69% among 370,000 | AID 1053197, 2014;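 active = inhibition above a cutoff: mean of compounds within the control limits plus 3 SD of those, cut at about 17% in these data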;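 also: 0% = plate median of compound wells and 100% = probe without SIAE protein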
KLK7 zymogen act = proKLK7 zymogen activators, primary screen, biochemical, fluorescence intensity; purified proKLK7, EDANS-DABCYL substrate fluorescence; 100% is mature enzyme control, 0% vehicle; activation, % at 7 µM; hit rate 0.9% among 370,000; Kallikrein-7 (Homo sapiens), P49862;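 active = activation above the mean of all tested compounds plus 3 SD, computed per campaign excluding outliers beyond control limits, cut at about 13% in these data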
Target sequence (P49862 whole entry, looked up): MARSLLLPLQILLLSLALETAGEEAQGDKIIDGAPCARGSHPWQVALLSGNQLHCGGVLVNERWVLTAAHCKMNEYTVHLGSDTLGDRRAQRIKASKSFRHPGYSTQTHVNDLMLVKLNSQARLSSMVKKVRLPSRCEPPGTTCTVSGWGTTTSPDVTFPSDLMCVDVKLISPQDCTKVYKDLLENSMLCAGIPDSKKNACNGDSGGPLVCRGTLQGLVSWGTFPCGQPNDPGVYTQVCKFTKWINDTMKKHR
* marks the source's active call; other numbers are inactive results; / = not tested or not shown. Outcome played no part in choosing rows; about 4.6% have a hit in one of these screens.

SMILES | Tn7 DDE FP | MBD2 inh | LEDGF integ inh | DDE Tn6 FP inh | UHRF1 MBD2 ctr | PRMT1 inh | TCR CD3 inh | TDP2 absorb | SIAE primary | KLK7 zymogen act
N#Cc1ccc(-c2nc3cc(C#N)c(C#N)cc3nc2-c2ccccc2)cc1C#N | -3 | -3 | 0 | 0 | 1 | 1 | 11 | -5 | -3 | -0.2
CC1(C(=O)Nc2ccc3c(c2)OCO3)CCN1C(=O)CCC1CCCC1 (stereo not given) | 0 | 20* | 4 | 4 | 0 | 0 | 1 | 2 | -7 | -0.2
COc1ccc(-c2csc(NC(C)c3nc4cc(C(F)(F)F)ccc4n3CCOCCO)n2)cc1 (stereo not given) | 0 | 3 | -2 | 6 | -2 | 4 | 3 | -2 | 6 | 0.2
CC1CCCCN1CC(O)COCc1ccc(Cl)cc1 (stereo not given) | -7 | -7 | 2 | -5 | 3 | -7 | 6 | -10 | 1 | -0.3
COc1ccc(Br)cc1S(=O)(=O)NCc1ccccn1 | 1 | 5 | -7 | 2 | 1 | 2 | -3 | -16 | -2 | -0.2
COc1cc(NC(=O)c2ccc(F)cc2)c(OC)cc1NC(=O)CN1CCOCC1 | 3 | -3 | -4 | -2 | -2 | -3 | 6 | 7 | 0 | 0.8
COC(=O)c1c(NC(=O)Cc2ccccc2)sc2c1C(C(=O)OC)CC2 (stereo not given) | -5 | -2 | 1 | -2 | 3 | 14 | -4 | -21 | -1 | 0.6
C#Cc1ccc(NC(=O)C2(C)CCN2C(=O)c2ccccc2CCc2ccccc2)cc1 (stereo not given) | 5 | 3 | 1 | 2 | 1 | 5 | -6 | 4 | -3 | 0.3
CCOc1cccc(-c2nnc3n2N=C(c2cc(OC)ccc2OC)CS3)c1 | 9 | 6 | 1 | -1 | 2 | 0 | -6 | 0 | -4 | -0.8
Cc1nnc(N(Cc2ccco2)C(=O)c2ccc(C#N)cc2)s1 | -2 | -4 | -3 | -8 | -1 | 1 | 5 | 3 | 3 | -0.5
O=C(c1cnn2c1NC(c1ccc(Br)cc1)CC2C(F)(F)F)N1CCN2CCCC2C1 (stereo not given) | 2 | 6 | -1 | -6 | -3 | -2 | -9 | 2 | 16 | 0.4
NC(=O)c1ccsc1NC(=O)COC(=O)c1c(F)cccc1Cl | 2 | 2 | -1 | -2 | 1 | -1 | -3 | 3 | 9 | 0.1
O=C(Nc1cccnc1)C1OCCc2ccccc21 (stereo not given) | -5 | -3 | 1 | 10 | 0 | 1 | 5 | 6 | -1 | -0.2
O=C(CONS(=O)(=O)c1ccc(Cl)cc1)NCCNc1ncc(C(F)(F)F)cc1Cl | -3 | -5 | -3 | 3 | -3 | 1 | 7 | 2 | -4 | -0.4
O=C(NN=C1CCCCCC1)c1ccc(Cl)s1 | 5 | -10 | 1 | -3 | -2 | -4 | 3 | -2 | 3 | -0.9
CC(C)N1CC(=O)N2CSCC2C1=O (stereo not given) | -3 | -4 | 5 | 9 | -1 | -13 | 2 | -8 | 5 | -0.5
Cn1ncc2c(Nc3cccc(Cl)c3)nc(Nc3cccc(Cl)c3)nc21 | 6 | 3 | 1 | -17 | -3 | -2 | 1 | 1 | -31 | -1.2
O=C(Nc1ccc2c(c1)C(=O)OC2)Nc1cccc2ccccc12 | 4 | 4 | -1 | -4 | -2 | 1 | 7 | 2 | -1 | -0.7
Cc1ccc(NC(=O)C2CCCN2S(=O)(=O)c2cccnc2)c(C)c1 (stereo not given) | 5 | 5 | -2 | 3 | 2 | 3 | / | -5 | 2 | -0.5
COc1ccc(/C=C(/C(=O)N2CCCCC2C(=O)O)c2ccc(OC)c(OC)c2)cc1 (stereo not given) | 1 | 1 | 1 | -1 | 12 | -3 | 0 | 4 | 15 | 0.4

Shown as a hit in MBD2 inh, of those listed so far:
SMILES | MBD2 inh | LEDGF integ inh | DDE Tn6 FP inh | PRMT1 inh | TCR CD3 inh | TDP2 absorb | SIAE primary | KLK7 zymogen act
CC1(C(=O)Nc2ccc3c(c2)OCO3)CCN1C(=O)CCC1CCCC1 (stereo not given) | 20* | 4 | 4 | 0 | 1 | 2 | -7 | -0.2

Other compounds:
SMILES | Tn7 DDE FP | MBD2 inh | LEDGF integ inh | DDE Tn6 FP inh | UHRF1 MBD2 ctr | PRMT1 inh | TCR CD3 inh | TDP2 absorb | SIAE primary | KLK7 zymogen act
S=c1nc2ccccc2c2nc(-c3ccccc3)[nH]n12 | 5 | 4 | 3 | -4 | -13 | 17 | -4 | -1 | 0 | 0.0
O=C(O)CSc1c2c(nc3cc(C(=O)N4CCOCC4)ccc13)CCCC2 | -2 | -2 | -1 | -3 | -1 | 3 | 12 | 0 | 27* | 0.0
N#Cc1c(N(CCO)CCO)nc(N)c2c(N)nc3c(c12)CC(=O)N3CC1CCCO1 (stereo not given) | -3 | -5 | -1 | 4 | -9 | 30* | 25* | 13 | 0 | 30*
O=C(CSCC(=O)c1ccccc1)Nc1ccccc1Cl | -9 | 10 | -1 | -7 | 15 | 99* | -4 | 2 | 3 | -0.4
COc1ccccc1-c1cnc(C(O)c2ccc(C)c(F)c2)[nH]1 (stereo not given) | 3 | -2 | 0 | 0 | 4 | 1 | -3 | 6 | 2 | 0.0
COc1cc(OC)cc(C(=O)NCC2CCN(C(=O)C(=O)c3cc4ccccc4o3)CC2)c1 | 6 | 6 | 4 | -5 | 6 | 6 | -11 | -3 | -1 | 1.3
CN(C)CCNc1ncnc2c1ncn2[C@H]1CN(Cc2ccc(F)cc2)C[C@@H](CO)O1 | 1 | -3 | -2 | 9 | 2 | -5 | 1 | 6 | -1 | -0.3
C[n+]1cccc(C(=O)N/N=C/c2ccc3c(c2)OCO3)c1 | 0 | -6 | 3 | 4 | -4 | -6 | 2 | 16 | 2 | -0.2
CCOC(=O)C1CCCN(c2oc(-c3ccc(F)cc3)nc2C#N)C1 (stereo not given) | -5 | 2 | 1 | -1 | 0 | -3 | 2 | -1 | 4 | -1.0
CCOc1ccc(N(CC(=O)NC(C)(C)C)C(=O)c2ccco2)cc1 | 2 | 2 | -3 | 5 | 2 | 5 | -7 | -6 | -5 | 0.1
CN(C)C(CNC(=O)CNC(=O)c1ccc2ccccc2c1)c1ccccc1 (stereo not given) | 0 | -8 | 3 | 4 | -1 | -3 | -3 | -5 | -2 | 0.0
CCOC(=O)C(=CNc1ccc2c(c1)c1ccccc1n2CC)C(=O)OCC | 2 | 1 | 0 | 3 | -2 | 0 | -1 | -3 | 12 | -22
CCCCC1(C)OC(=O)C(=Cc2ccc(-c3ccc(Cl)c(C(=O)O)c3)o2)C(=O)O1 (stereo not given) | 4 | 4 | 2 | -5 | 10 | 7 | -4 | -13 | -3 | 0.1
Nc1nnnn1/N=C/c1cc([N+](=O)[O-])ccc1O | -7 | -4 | 2 | -6 | -5 | 1 | 5 | -7 | -2 | 0.0
O=C(N[C@@H](Cc1ccccc1)c1nc2ccccc2[nH]1)c1ccc([N+](=O)[O-])cc1 | -1 | 7 | 3 | -5 | 18 | 3 | 5 | 25* | 5 | 0.3
COC(=O)C(C)(C)NC(=O)c1cccs1 | 0 | 0 | -2 | 1 | -1 | -1 | 6 | 5 | 0 | -0.7
COc1ccc(NC(=O)Cc2c(Cl)cccc2Cl)cn1 | 0 | 2 | -3 | -2 | -2 | 1 | 3 | 4 | -2 | -0.3
CCn1c(CNC(=O)c2ccco2)nnc1SCC(=O)Nc1ccc(Br)cc1F | -6 | 1 | 1 | -3 | 2 | 1 | 6 | 5 | 5 | 0.2
Cc1ccc(/C=N/N2CCN(Cc3ccc(C)cc3)CC2)cc1 | -5 | -2 | 3 | 1 | -2 | -5 | 1 | 13 | 1 | 1.0
O=C(N=C1N(Cc2ccccc2)C[C@]2(C=C3CCCCC3n3c(=O)n(-c4ccccc4)c(=O)n32)N1C(=O)OCc1ccccc1)c1ccccc1 (stereo not given in full) | -2 | 3 | -1 | -2 | -1 | -1 | / | 8 | 4 | 0.3
Cc1cc(/C=C2/NC(=O)NC2=O)c(C)n1C | 3 | -12 | -2 | 3 | -4 | 3 | -2 | -4 | 10 | -0.1
CC(=O)c1ccc(N2CCN(C(=S)Nc3cccc(F)c3)CC2)cc1 | -7 | 2 | -2 | -5 | 2 | 0 | -2 | 4 | -2 | 0.5
CCOC(=O)c1ccc(NC=C2C(=O)OC3(CCCCC3)OC2=O)cc1 | -3 | 1 | 0 | 1 | 0 | 1 | 1 | -5 | 1 | 0.5
Cc1ccc(CCNc2ccccc2)c[n+]1[O-] | -2 | -5 | 3 | -3 | 1 | 1 | -2 | -10 | -2 | 0.0
COc1ccc(NS(=O)(=O)c2cc(NC(=O)[C@H](C)NC(N)=O)ccc2N2CCCC2)cc1 | 3 | -6 | 0 | 2 | -4 | 3 | 6 | -11 | 1 | 0.2
CCOC(=O)/C=C/C(=O)OCC(=O)Nc1ccc(Cl)cc1Cl | 9 | 3 | 1 | -2 | 0 | -2 | 6 | 3 | 10 | -0.8
Cc1cccc(/C=N/NC(=O)NC23CC4CC(CC(C4)C2)C3)n1 | -1 | 0 | 3 | -4 | 2 | 4 | 4 | -9 | 4 | -0.3
CC12CN3CC(C)(CN(C1)C3c1ccc([N+](=O)[O-])o1)C2 (stereo not given) | -6 | -4 | 3 | 3 | -2 | 3 | -2 | 4 | 0 | 0.2
O=C(NCc1ccco1)c1cccn2c(=O)c3c4c(sc3nc12)CCCC4 | 3 | -5 | -1 | -1 | -3 | 0 | 2 | 6 | 0 | -0.3
COc1ccc(S(=O)(=O)N2CCN(Cc3ccccc3OC)CC2)cc1 | -4 | -3 | 0 | -10 | 0 | -8 | 6 | -10 | 2 | 0.8
Cc1occc1-c1nnc(SCC(=O)N2CCOCC2)o1 | 6 | 3 | -2 | 3 | 1 | 1 | -1 | 6 | -4 | -0.2
O=C1c2ccccc2C(=O)N1CCCCSc1nnc2c(Cl)cc(Cl)cn12 | 6 | 2 | 3 | 3 | -2 | 0 | 1 | 0 | -3 | 0.8
CN(C)NC(=O)C12CCC(C)(C(=O)O1)C2(C)C (stereo not given) | -6 | 2 | 3 | 7 | 4 | -1 | -6 | -18 | 2 | 0.1

Assay outcomes from PubChem.
